Screening data from PubChem.
NSD2 block: inhibitors of human NSD2 methyltransferase. NSD2-SET H3K36me1 DELFIA fluorescence, biochemical. 44,000 compounds, 0.07% hits. AID 624260. inhibition, % at 12.5 µM; in the data active = inhibition above about 54%, passing the limit was not always enough; inconclusive = no clear call, values can overlap the other calls;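 note: inhibitors reduce the monomethyl H3K36 fluorescence signal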
Target sequence (O96028 whole entry, looked up): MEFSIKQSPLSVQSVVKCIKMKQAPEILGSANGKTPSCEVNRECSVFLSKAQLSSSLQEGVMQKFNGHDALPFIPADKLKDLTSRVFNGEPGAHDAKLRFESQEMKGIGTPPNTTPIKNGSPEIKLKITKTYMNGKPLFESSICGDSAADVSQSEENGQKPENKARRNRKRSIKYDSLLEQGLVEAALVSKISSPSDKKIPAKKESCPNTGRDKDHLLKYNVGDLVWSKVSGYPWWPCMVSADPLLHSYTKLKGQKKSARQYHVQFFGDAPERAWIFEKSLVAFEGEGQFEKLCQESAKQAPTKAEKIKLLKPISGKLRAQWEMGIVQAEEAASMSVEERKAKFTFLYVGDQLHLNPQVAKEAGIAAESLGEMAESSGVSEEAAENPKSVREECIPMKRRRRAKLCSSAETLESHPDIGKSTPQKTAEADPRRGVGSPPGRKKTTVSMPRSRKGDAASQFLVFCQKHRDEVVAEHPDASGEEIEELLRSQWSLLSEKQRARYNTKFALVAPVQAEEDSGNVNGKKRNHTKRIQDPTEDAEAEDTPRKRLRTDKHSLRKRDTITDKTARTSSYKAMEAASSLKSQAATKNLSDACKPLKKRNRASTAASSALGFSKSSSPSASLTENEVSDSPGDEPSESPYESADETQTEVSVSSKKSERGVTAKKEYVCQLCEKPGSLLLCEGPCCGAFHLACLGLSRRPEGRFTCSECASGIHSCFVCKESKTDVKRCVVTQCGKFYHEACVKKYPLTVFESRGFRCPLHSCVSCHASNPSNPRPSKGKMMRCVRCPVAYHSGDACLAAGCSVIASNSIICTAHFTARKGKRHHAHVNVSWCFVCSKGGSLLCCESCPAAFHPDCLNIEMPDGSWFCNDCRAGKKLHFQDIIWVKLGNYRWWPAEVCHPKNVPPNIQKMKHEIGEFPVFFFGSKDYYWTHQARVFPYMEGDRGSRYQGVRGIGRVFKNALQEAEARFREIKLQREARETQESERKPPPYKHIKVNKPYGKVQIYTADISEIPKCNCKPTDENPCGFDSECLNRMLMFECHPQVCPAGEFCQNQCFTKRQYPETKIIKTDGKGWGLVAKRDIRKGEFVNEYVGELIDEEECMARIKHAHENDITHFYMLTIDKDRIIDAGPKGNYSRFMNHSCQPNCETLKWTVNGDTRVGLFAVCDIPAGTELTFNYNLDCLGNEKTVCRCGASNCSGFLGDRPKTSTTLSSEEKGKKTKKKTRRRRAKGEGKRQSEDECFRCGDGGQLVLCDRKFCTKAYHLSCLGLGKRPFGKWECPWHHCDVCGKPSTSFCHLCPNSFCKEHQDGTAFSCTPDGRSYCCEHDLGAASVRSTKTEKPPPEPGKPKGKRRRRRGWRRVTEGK
* marks the source's active call; other numbers are inactive results; i = inactive; ? = inconclusive.

NSD2 block,SMILES
?,CC(C)CC#Cc1ccc2c(c1)O[C@H](CN(C)Cc1cncnc1)[C@H](C)CN([C@H](C)CO)S2(=O)=O
-3,C[C@@H]1CN([C@@H](C)CO)S(=O)(=O)c2ccc(-c3cccc(C#N)c3)cc2O[C@H]1CN(C)C(=O)C1CC1
-5,COc1ccccc1C#Cc1ccc2c(c1)O[C@H](CN(C)C(C)=O)[C@H](C)CN([C@@H](C)CO)S2(=O)=O
1,C[C@H](CO)N1C[C@H](C)[C@@H](CN(C)S(=O)(=O)c2cccs2)Oc2ccc(NC(=O)Cc3cn(C)c4ccccc34)cc2CC1=O
0,O=C(C[C@H]1C[C@H]2c3cc(NC(=O)CC4CC4)ccc3O[C@H]2[C@@H](CO)O1)NCC1CC1
-5,C[C@@H]1CCCCO[C@@H](CN(C)S(=O)(=O)c2cccs2)[C@H](C)CN([C@H](C)CO)C(=O)c2cc(NC(=O)Nc3ccc(C(F)(F)F)cc3)ccc2O1
3,CCCNC(=O)N(C)C[C@@H]1Oc2ncc(-c3ccc(C(=O)N(C)C)cc3)cc2C(=O)N([C@H](C)CO)C[C@@H]1C
1,O=C(O)CCCCCC(=O)N/N=C/c1ccc(CO)o1
?,O=C(NO)c1ccc(C(=O)N/N=C/c2c(O)cc(O)cc2O)cc1
1,C=CC[C@]12N=C(c3ccc(OCCCO)cc3)O[C@H]1c1ccccc1CN(CCS(=O)(=O)c1ccccc1)C2=O
0,COC(=O)C1=CO[C@@H](O[C@@H]2O[C@H](CO)[C@@H](O)[C@H](O)[C@H]2O)[C@@H]2[C@@](C)(O)[C@@H](OC(=O)/C=C/c3ccc(OC)c(O)c3)C[C@]12O
-2,C=CCn1c(=S)[nH]c2sc3c(c2c1=O)CC(C)(C)OC3
1,C=CC[C@]1(C(=O)N(C)C)COC(c2ccc(OCCCO)cc2)=N1
2,CC(C)NC(=O)Nc1cccc2c1O[C@@H](CN(C)Cc1ccc(C(=O)O)cc1)[C@H](C)CN([C@H](C)CO)C2=O
2,Cc1noc(C)c1NC(=O)N(C)C[C@@H]1Oc2ccc(NS(=O)(=O)c3ccc(Cl)cc3)cc2C(=O)N([C@@H](C)CO)C[C@@H]1C
-6,COc1ccc(OC(C)c2nc(-c3ccncc3)no2)cc1 (configuration not stated)
-2,Cc1nn(Cc2ccccc2)c(C)c1CCC(=O)O
-99,COCC(=O)N(C)C[C@@H]1Oc2ncc(C#CC(C)(C)O)cc2C(=O)N([C@@H](C)CO)C[C@@H]1C
2,COCC(=O)N(C)C[C@H]1Oc2ncc(C#CCC3CCCC3)cc2C(=O)N([C@H](C)CO)C[C@H]1C
1,C/C=C(/C)C(=O)OC(C)(C)C1Cc2cc3ccc(=O)oc3cc2O1 (configuration not stated)

Ordered by value in NSD2 block (rising): some entries from above
| Molecule | NSD2 block |
| --- | --- |
| C=CCn1c(=S)[nH]c2sc3c(c2c1=O)CC(C)(C)OC3 | -2 |
| O=C(O)CCCCCC(=O)N/N=C/c1ccc(CO)o1 | 1 |
| CCCNC(=O)N(C)C[C@@H]1Oc2ncc(-c3ccc(C(=O)N(C)C)cc3)cc2C(=O)N([C@H](C)CO)C[C@@H]1C | 3 |

The listing continues:
NSD2 block,SMILES
-1,C[C@@H]1CCCCO[C@H](CN(C)C(=O)Nc2ccc(F)cc2)[C@@H](C)CN([C@@H](C)CO)C(=O)c2cc(NS(=O)(=O)c3cccs3)ccc2O1
0,CC(C)NC(=O)N(C)C[C@@H]1OCCCC[C@@H](C)Oc2ccc(NC(=O)c3ccccc3)cc2C(=O)N([C@H](C)CO)C[C@@H]1C
1,COc1ccc(S(=O)(=O)Nc2cccc3c2O[C@H](CN(C)C(=O)NC(C)C)[C@H](C)CN([C@@H](C)CO)C3=O)cc1
-3,O=C(CCCCCCC(=O)Nc1ccccc1O)N/N=C/c1ccc(OCCO)cc1
-7,C[C@@H]1CN([C@H](C)CO)C(=O)c2cc(NS(=O)(=O)c3cccs3)ccc2O[C@@H](C)CCCCO[C@H]1CN(C)S(=O)(=O)c1ccccc1
7,COc1ccc(CN(C)C[C@H]2OCCCC[C@@H](C)Oc3ccc(NC(=O)c4ccncc4)cc3C(=O)N([C@H](C)CO)C[C@@H]2C)cc1
-6,C[C@H]1CN([C@@H](C)CO)C(=O)c2cccc(NC(=O)C3CCOCC3)c2O[C@@H]1CN(C)C
2,COC(=O)CCCCCCC(=O)Nc1ccc(C2OC(CSc3nc(-c4ccccc4)c(-c4ccccc4)o3)CC(c3ccc([N+](=O)[O-])cc3)O2)cc1 (configuration not stated)
1,Cc1noc(C)c1S(=O)(=O)N(C)C[C@H]1Oc2c(NC(=O)C3CCOCC3)cccc2C(=O)N([C@H](C)CO)C[C@H]1C
6,COc1ccc(CN(C)C[C@@H]2Oc3ccc(NC(=O)Nc4cccc5ccccc45)cc3C(=O)N([C@@H](C)CO)C[C@@H]2C)cc1
4,Cc1ccc(NCc2ccc(C(=O)Nc3ccccc3)cc2)cc1C
0,COc1ccc(NC(=O)Nc2ccc3c(c2)C(=O)N([C@H](C)CO)C[C@H](C)[C@H](CN(C)C(=O)Nc2ccc(F)cc2)OCCCC[C@H](C)O3)cc1
2,[N-]=[N+]=Nc1ccccc1C[C@@]1(C(=O)N2CCCCC2)N=C(c2ccc(OCCCO)cc2)O[C@@H]1c1ccccc1
-2,C[C@@H]1CN([C@@H](C)CO)C(=O)c2cc(NS(=O)(=O)c3ccc(Cl)cc3)ccc2O[C@@H](C)CCCCO[C@@H]1CN(C)S(=O)(=O)c1ccccc1
-1,Cc1ccc(S(=O)(=O)N(C)C[C@H]2Oc3ncc(Br)cc3C(=O)N([C@@H](C)CO)C[C@@H]2C)cc1
1,CNC[C@H]1Oc2c(NC(=O)c3ccncc3)cccc2C(=O)N([C@H](C)CO)C[C@@H]1C
11,COCCNC(=O)C[C@@H]1C[C@H]2c3cc(NS(=O)(=O)c4ccc(F)cc4)ccc3O[C@H]2[C@H](CO)O1
-3,C[C@H](CO)N1C[C@H](C)[C@@H](CN(C)S(C)(=O)=O)OCCCC[C@H](C)Oc2ccc(NC(=O)c3ccccc3)cc2C1=O
-3,C[C@H](CO)N1C[C@H](C)[C@@H](CN(C)S(=O)(=O)c2cn(C)cn2)Oc2ccc(NC(=O)Cn3cnnn3)cc2CC1=O
1,C[C@H](CO)N1C[C@H](C)[C@H](CN(C)C(=O)Nc2ccc(C(F)(F)F)cc2)Oc2ccc(NS(=O)(=O)c3ccccc3)cc2CC1=O

The listing continues:
NSD2 block,SMILES
0,COc1ccccc1N1CCN(CCN2C(=O)CC3(CCCC3)CC2=O)CC1
-2,C[C@@H]1CN([C@H](C)CO)C(=O)c2cc(N(C)C)ccc2O[C@@H](C)CCCCO[C@@H]1CN(C)C(=O)CCCN(C)C
5,C[C@@H]1CN([C@@H](C)CO)C(=O)c2cc(-c3cccc(C#N)c3)cnc2O[C@@H]1CN(C)C(=O)c1cnccn1
-6,C[C@@H]1CCCCO[C@@H](CN(C)C(=O)c2ccccc2)[C@@H](C)CN([C@@H](C)CO)C(=O)c2cc(NC(=O)Nc3ccc(F)cc3)ccc2O1
0,CCCC#Cc1ccc2c(c1)O[C@H](CN(C)C(=O)c1ccccc1F)[C@@H](C)CN([C@@H](C)CO)S2(=O)=O
1,C#Cc1cccc(Nc2ncnc3cc(OC)c(OC)cc23)c1
-41,C[C@H]1CN([C@@H](C)CO)C(=O)c2cc(-c3ccccc3)cnc2O[C@H]1CN(C)C(=O)NC1CCCC1
1,COc1ccc(S(=O)(=O)Nc2ccc3c(c2)C(=O)N([C@@H](C)CO)C[C@@H](C)[C@@H](CN(C)C(=O)NC(C)C)O3)cc1
5,Cc1ccc(Cl)c(Nc2ccccc2C(=O)O)c1Cl
10,C[C@H]1CN([C@@H](C)CO)C(=O)c2cc(-c3cccc(C#N)c3)cnc2O[C@H]1CN(C)Cc1ccncc1
-1,C[C@@H]1CCCCO[C@@H](CN(C)C(=O)Cc2ccccc2)[C@@H](C)CN([C@@H](C)CO)C(=O)c2cc(NS(=O)(=O)c3ccccc3)ccc2O1
-3,Cc1noc(C)c1NC(=O)Nc1ccc2c(c1)CC(=O)N([C@@H](C)CO)C[C@H](C)[C@@H](CN(C)C(=O)Nc1ccc(C(F)(F)F)cc1)O2
10,COc1cc2ncnc(Nc3ccc(Cl)cc3F)c2cc1OC
1,CC(C)NC(=O)N(C)C[C@H]1Oc2ccc(NC(=O)Nc3ccc(F)cc3)cc2CC(=O)N([C@@H](C)CO)C[C@@H]1C
1,C[C@@H]1CN([C@H](C)CO)C(=O)c2cc(NC(=O)c3ccncc3)ccc2O[C@H]1CN(C)S(=O)(=O)c1ccccc1
-1,C[C@@H]1CN([C@@H](C)CO)C(=O)c2cc(NC(=O)NC3CCCCC3)ccc2O[C@@H](C)CCCCO[C@@H]1CN(C)CC1CCCCC1
0,C[C@H](CO)N1C[C@H](C)[C@@H](CN(C)C(=O)Nc2ccc(F)cc2)Oc2cc(/C=C/c3ccccc3)ccc2S1(=O)=O
-4,CCC1=C/C(=C\N(C)c2ccccc2)C(=O)S1
1,CC(C)C#Cc1cnc2c(c1)C(=O)N([C@H](C)CO)C[C@H](C)[C@@H](CN(C)C(=O)Cc1ccccn1)O2
7,C[C@@H]1CN([C@@H](C)CO)C(=O)c2cc(NS(=O)(=O)c3cccs3)ccc2O[C@@H](C)CCCCO[C@@H]1CN(C)Cc1ccc2c(c1)OCO2

(cont.)
NSD2 block,SMILES
3,C[C@@H]1CN([C@H](C)CO)C(=O)c2cccc(NC(=O)c3ccno3)c2O[C@H]1CN(C)S(=O)(=O)c1cccs1
-5,CC(C)NC(=O)N(C)C[C@H]1Oc2cc(C#Cc3cccc(F)c3)ccc2S(=O)(=O)N([C@@H](C)CO)C[C@@H]1C
-16,C[C@@H]1CN([C@@H](C)CO)C(=O)Cc2cc(NS(=O)(=O)c3cccs3)ccc2O[C@H]1CN(C)C(=O)Nc1ccc2c(c1)OCO2
i,C[C@@H]1CN([C@@H](C)CO)C(=O)c2cc(NC(=O)NC3CCCCC3)ccc2O[C@H]1CN(C)Cc1ccc(-c2ccccc2)cc1
-2,C[C@H]1CCCCO[C@H](CN(C)S(=O)(=O)c2cn(C)cn2)[C@@H](C)CN([C@@H](C)CO)C(=O)c2cc(NC(=O)Nc3cccc4ccccc34)ccc2O1
4,C[C@H]1CN([C@@H](C)CO)C(=O)Cc2cc(NC(=O)CCN3CCOCC3)ccc2O[C@H]1CN(C)S(=O)(=O)c1cccs1
2,C[C@H](CO)N1C[C@H](C)[C@@H](CN(C)C(=O)Cc2ccccn2)Oc2ncc(-c3cncnc3)cc2C1=O
3,C[C@H]1CN([C@@H](C)CO)C(=O)c2cc(C#Cc3ccccc3)cnc2O[C@H]1CN(C)S(=O)(=O)c1ccccc1F
-2,Cc1noc(C)c1S(=O)(=O)N(C)C[C@H]1OCCCC[C@H](C)Oc2ccc(NC(=O)Nc3ccc(F)cc3)cc2C(=O)N([C@@H](C)CO)C[C@@H]1C
1,Cc1noc(C)c1NC(=O)Nc1ccc2c(c1)C(=O)N([C@@H](C)CO)C[C@@H](C)[C@@H](CN(C)S(=O)(=O)c1c(C)noc1C)O2
?,C[C@H]1CN([C@@H](C)CO)C(=O)c2cc(-c3cncnc3)cnc2O[C@H]1CN(C)C(=O)c1ccccc1F
-2,CC(C)NC(=O)Nc1cccc2c1O[C@@H](CN(C)S(=O)(=O)c1ccc(Cl)cc1)[C@H](C)CN([C@H](C)CO)C2=O
8,C/C=C(/C)C(=O)O[C@H]1C[C@@](C)(O)C(=O)[C@@H](OC(=O)/C(C)=C\C)[C@@]2(C)CC[C@@](O)(C(C)C)[C@H]12
-4,Oc1ccc(CCCc2ccc3c(c2)OCO3)c(O)c1
-3,COc1ccc(S(=O)(=O)Nc2ccc3c(c2)C(=O)N([C@@H](C)CO)C[C@H](C)[C@@H](CN(C)S(=O)(=O)c2ccc(C)cc2)OCCCC[C@H](C)O3)cc1
-2,C[C@@H]1CN([C@@H](C)CO)C(=O)c2cc(NC(=O)C3CCCCC3)ccc2O[C@@H]1CN(C)Cc1ccc(C(F)(F)F)cc1
6,C[C@@H]1CN([C@H](C)CO)S(=O)(=O)c2ccc(C3=CCCC3)cc2O[C@H]1CN(C)C(=O)c1cccnc1
-5,COC(=O)C1=C(C)NC(C)=C([N+](=O)[O-])[C@@H]1c1ccccc1C(F)(F)F
-3,C[C@@H]1CN([C@H](C)CO)C(=O)c2cccc(NC(=O)Nc3ccc(F)cc3)c2O[C@H]1CN(C)Cc1ccc(-c2ccccc2)cc1
3,Cc1noc(C)c1NC(=O)N(C)C[C@@H]1Oc2ccc(NS(C)(=O)=O)cc2CC(=O)N([C@@H](C)CO)C[C@H]1C
6,Cc1nn(-c2ccccc2)c(C)c1/C=N/N1CCN(Cc2ccccc2)CC1

Molecules listed so far that contain a thiophene ring, fused or not:
NSD2 block,SMILES
1,C[C@H](CO)N1C[C@H](C)[C@@H](CN(C)S(=O)(=O)c2cccs2)Oc2ccc(NC(=O)Cc3cn(C)c4ccccc34)cc2CC1=O
-5,C[C@@H]1CCCCO[C@@H](CN(C)S(=O)(=O)c2cccs2)[C@H](C)CN([C@H](C)CO)C(=O)c2cc(NC(=O)Nc3ccc(C(F)(F)F)cc3)ccc2O1
-2,C=CCn1c(=S)[nH]c2sc3c(c2c1=O)CC(C)(C)OC3
-1,C[C@@H]1CCCCO[C@H](CN(C)C(=O)Nc2ccc(F)cc2)[C@@H](C)CN([C@@H](C)CO)C(=O)c2cc(NS(=O)(=O)c3cccs3)ccc2O1
-7,C[C@@H]1CN([C@H](C)CO)C(=O)c2cc(NS(=O)(=O)c3cccs3)ccc2O[C@@H](C)CCCCO[C@H]1CN(C)S(=O)(=O)c1ccccc1
7,C[C@@H]1CN([C@@H](C)CO)C(=O)c2cc(NS(=O)(=O)c3cccs3)ccc2O[C@@H](C)CCCCO[C@@H]1CN(C)Cc1ccc2c(c1)OCO2
3,C[C@@H]1CN([C@H](C)CO)C(=O)c2cccc(NC(=O)c3ccno3)c2O[C@H]1CN(C)S(=O)(=O)c1cccs1
-16,C[C@@H]1CN([C@@H](C)CO)C(=O)Cc2cc(NS(=O)(=O)c3cccs3)ccc2O[C@H]1CN(C)C(=O)Nc1ccc2c(c1)OCO2
4,C[C@H]1CN([C@@H](C)CO)C(=O)Cc2cc(NC(=O)CCN3CCOCC3)ccc2O[C@H]1CN(C)S(=O)(=O)c1cccs1

Only part of the results is shown; the hit share may differ from the screen's.
